Bioassay records: PubChem, Broad Institute
INS-1E GSIS act = GLuc luminescence reporter in INS-1E cells, primary screen for activators of glucose-dependent secretion of insulin. INS-1E GLuc reporter insulin secretion, 2-3 h. activation, % at 16.6 µM. 370,000 compounds, 0.61% hits;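 active = lowest replicate activation of at least 40%, so every replicate reaches that level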;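 note: 0% = median of neutral control wells and 100% = median of IBMX positive control wells; some compounds called inactive have numbers as strong as hits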
PGC1a acetyl inh = modulators of PGC1a acetylation. U2OS PGC1a acetylation, AlphaScreen anti-acetyl-lysine; with virally co-expressed GCN5 acetyltransferase. inhibition, % at 15.6 µM. 350,000 compounds, 0.17% hits;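 active = every replicate shows inhibition of at least 40%; inconclusive = mean inhibition at least 40% but some replicate below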;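 note: 0% = neutral control wells and 100% = positive control wells; some results beyond the cut were filed as inactive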
PAX8 reporter = PAX8 transcriptional activity inhibition; RMG-I TPO-luciferase reporter, SteadyGlo, 24 h; inhibition, % at 12.6 µM; 360,000 compounds, 1.2% hits; AID 652154;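 active = mean replicate inhibition at least 60% with every replicate also reaching 60%; inconclusive = only one of the two criteria is met; inactive = mean below 60% and not all replicates reaching 60%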;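 note: luciferase light reporting Pax8 driven TPO promoter activity; plate controls were median of neutral control wells for no effect and mitoxantrone controls for full effect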
LGR2 inh = inhibitors of bursicon-induced Drosophila LGR2 receptor cAMP signaling | inhibition, % at 9.99 µM | HEK293 LGR2, CRE-luciferase, bursicon-stimulated, 4 h | AID 720647 | 380,000 compounds, 0.35% hits;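 active = drop in luminescence signal, shown as inhibition above about 50% in the replicate tests, limit read from the data, passing the limit was not always enough; inconclusive = probably only some replicates passing the limit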;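 note: agonist challenge used bursicon conditioned medium at about half maximal strength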
Cneo AK release = Cryptococcus neoformans lysis via adenylate kinase release; lysis activity, % at 15 µM; AID 651654; 360,000 compounds, 0.2% hits; C. neoformans lysis, adenylate kinase release luminescence, 4 h; normalised: neutral wells 0, clomiphene wells 100;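 active = mean lysis activity across replicates of at least 80%, whatever share of replicates individually reach that level; inactive = mean lysis activity below 80%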
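Material: C. neoformans cells; Schedule: 4 h static compound exposure, 37 °C, read 1 h post-reagent; Measured by: adenylate kinase release luminescence; Read-out: signal increase indicating cell lysis; Controls: Clomiphene as positive lysis control.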
Statin myotox sup = protects C2C12 myotubes from simvastatin toxicity | ATP luminescence, 48 h; scaled: DMSO 0, geranylgeraniol control 100 | AID 602340 | 330,000 compounds, 0.78% hits | rescue of ATP level, % at 7.49 µM;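 active = mean ATP rescue above about 67%, or every replicate alone reaching that limit, limit read from the data, passing the limit was not always enough; inconclusive = no clear call, values can overlap the other calls; inactive = mean under the limit and some replicate under it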;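 note: myotubes were challenged with 10 µM simvastatin during compound exposure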
ARNT TACC3 PPI = disruptors of human ARNT/TACC3 interaction. Q9Y6A5. AlphaScreen His-ARNT PAS-B/GST-TACC3 binding, luminescence; TACC3 fragment carries E629A point mutation. inhibition, % at 9.99 µM. 390,000 compounds, 0.66% hits;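 active = mean inhibition of replicates at least 50% and at least half of replicates each reaching 50%; inconclusive = half or more replicates reach 50% but mean below 50%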;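 note: 0% = complete ARNT plus TACC3 wells and 100% = ARNT alone without TACC3; many hits fall short of the cut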
PglD DTNB = inhibitors of Campylobacter jejuni PglD acetyltransferase; purified PglD enzyme, DTNB colorimetric CoA detection; 360,000 compounds, 0.098% hits; inhibition, % at 12.5 µM; AID 602405; in the data active = inhibition above about 16%, passing the limit was not always enough; inconclusive = no clear call, values can overlap the other calls; note: strong numbers were not always called active
Starred values were filed as active, the others as inactive; ? = inconclusive; . = no result given; & = joins results of further samples.

SMILES	INS-1E GSIS act	PGC1a acetyl inh	PAX8 reporter	LGR2 inh	Cneo AK release	Statin myotox sup	ARNT TACC3 PPI	PglD DTNB
COc1ccccc1OC(=O)c1cc(Cl)nc2ccccc12	.	-19	.	-8	.	17	-2	.
Cc1cccc2sc(=S)[nH]c12	1	-2	4	5	22	3	.	0
COc1cccc(-c2csc(N3CCN(C(=O)C4CCCCC4)CC3)n2)c1	-22	1	.	8	-2	21	-18	3
Cc1cn2c(-c3cccnc3)nnc2s1	.	5	3	.	8	-6	-4	0
O=C(C[C@@H]1CC[C@H]2[C@@H](COC[C@H](O)CN2Cc2ccc(F)cc2)O1)NCCc1ccccc1	-10	-6	10	2	-3	28	-1	-2
CN(Cc1ccccc1)C(=O)CN1C(=O)c2ccccc2C1=O	21	-9	22	12	3	16	-6	-13
CCOc1ccc(NC(=O)NNC(=O)c2ccc(Cl)cc2Cl)cc1	-2	1	22	13	.	.	-2	.
C=CCSc1nc(C)cc2c1C(=O)OC2	24	-6	-8	4	0	4	-3	4
CCOC(=O)C1(C)CCN1C(=O)c1ccccc1C (stereo not drawn)	3	11	-7	-1	1	44	.	-5
O=C(Cn1nnc(-c2ccccc2F)n1)OCC(=O)c1ccccc1	-3	9	-14	23	.	0	-10	.
Cc1cc(OCC(=O)OCC(=O)Nc2cccnc2Cl)ccc1Cl	-3	-4	-7	1	-2	11	0	-4
CC(C)CCNC(=O)CO/N=C/c1ccccc1OC(F)F	8	-10	-1	2	.	.	-6	1
O=C1CC(NC(=O)C(F)(F)F)=NN1c1ccccc1	20	-7	27	-13	.	2	11	.
C[C@H](CO)N1C[C@H](C)[C@H](CN(C)C)Oc2ccc(NC(=O)Nc3ccc(C(F)(F)F)cc3)cc2CC1=O	-10	-4	-1	7	46	4	-3	2
C[C@@H]1CN([C@H](C)CO)C(=O)c2cc(NS(=O)(=O)c3cn(C)cn3)ccc2O[C@@H]1CN(C)Cc1ccncc1	-8	5	5	-4	-1	11	-3	8
CCCN(C[C@H]1[C@H](c2ccccc2)[C@@H](CO)N1C(C)=O)C(=O)NC(C)C	18	4&2	-33&-17	-5	4&-13	-8&-20	-7&-2	-3&-1
O=C1NC2c3c(I)sc(I)c3C(=O)C2O1 (stereo not drawn)	.	-5	25	?	.	11	-6	.
COc1cccc(-c2nc(N3CCCC3)c3ccccc3n2)c1O	24	-6	-14	13	-11	41	-3	1
CCCC(=O)Nc1ccc2c(c1)OC[C@H](C)N(Cc1nccs1)C[C@@H](C)[C@@H](OC)CN(C)C2=O	-3	1	5	9	1	27	-5	0
CC1=NN(C(=O)Cn2nc([N+](=O)[O-])c(Br)c2C)C(O)(C(F)(F)F)C1 (stereo not drawn)	-6	.	-2	-9	.	.	-4	.
Cc1cc(C)n2ncc(C(=O)NCc3ccc(Cl)cc3)c2n1	.	1	.	.	2	12	-3	0
CCOC(=O)C1=C(N)Oc2cc(O)ccc2C1c1ccc(C)cc1 (stereo not drawn)	-14	.	-9	-4	-1	27	4	3
Cc1nnc(SCC(=O)NC2CCCc3c2cnn3-c2ccc(F)cc2F)o1 (stereo not drawn)	4	.	3	-5	0	8	-4	-3
CC(C)Oc1ccc(CCc2n[nH]c(=S)n2Cc2ccccc2)cc1	.	0	.	.	11	10	-6	-4
COc1ccc(Cl)cc1S(=O)(=O)N1CCC(C(=O)NCc2ccccn2)CC1	-1	-8	9	-2	.	.	23	.

Record cards, from the list above. Order of values: INS-1E GSIS act | PGC1a acetyl inh | PAX8 reporter | LGR2 inh | Cneo AK release | Statin myotox sup | ARNT TACC3 PPI | PglD DTNB
Cc1cccc2sc(=S)[nH]c12 in the list: 1 | -2 | 4 | 5 | 22 | 3 | . | 0
C[C@H](CO)N1C[C@H](C)[C@H](CN(C)C)Oc2ccc(NC(=O)Nc3ccc(C(F)(F)F)cc3)cc2CC1=O in the list: -10 | -4 | -1 | 7 | 46 | 4 | -3 | 2
CCCN(C[C@H]1[C@H](c2ccccc2)[C@@H](CO)N1C(C)=O)C(=O)NC(C)C in the list: 18 | 4&2 | -33&-17 | -5 | 4&-13 | -8&-20 | -7&-2 | -3&-1
CC(C)Oc1ccc(CCc2n[nH]c(=S)n2Cc2ccccc2)cc1 in the list: . | 0 | . | . | 11 | 10 | -6 | -4
O=C(C[C@@H]1CC[C@H]2[C@@H](COC[C@H](O)CN2Cc2ccc(F)cc2)O1)NCCc1ccccc1 in the list: -10 | -6 | 10 | 2 | -3 | 28 | -1 | -2

An excerpt from above, reduced to INS-1E GSIS act, LGR2 inh and Cneo AK release.
SMILES,INS-1E GSIS act,LGR2 inh,Cneo AK release
CC(C)Oc1ccc(CCc2n[nH]c(=S)n2Cc2ccccc2)cc1,.,.,11
COc1ccc(Cl)cc1S(=O)(=O)N1CCC(C(=O)NCc2ccccn2)CC1,-1,-2,.

Continued.
SMILES	INS-1E GSIS act	PGC1a acetyl inh	PAX8 reporter	LGR2 inh	Cneo AK release	Statin myotox sup	ARNT TACC3 PPI	PglD DTNB
O=C(CC1C(=O)NCCN1Cc1ccccc1)NCCCOc1cccnc1 (stereo not drawn)	-13	.	-1	-5	0	-2	.	3
CCOc1ccc(C(=O)Nc2ccc3nc(N4CCN(CC)CC4)cc(C)c3c2)cc1	13	-2	24	-10	1	-21	-2	-2
CC1Nc2ncnc(N3CCN(c4ccccc4)CC3)c2N(Cc2ccc(Cl)cc2)C1=O (stereo not drawn)	1	-13	0	8	5	6	19	-1
COc1ccc(S(=O)(=O)Nc2ccc3c(c2)C(=O)N([C@@H](C)CO)C[C@H](C)[C@H](CN(C)C)O3)cc1	14	-1	-5	5	-3	9	-4	-1
Cc1ccc(S(=O)(=O)N(C)C[C@H]2OCCCC[C@@H](C)Oc3ccc(NS(=O)(=O)c4ccc(Cl)cc4)cc3C(=O)N([C@@H](C)CO)C[C@@H]2C)cc1	10	-4	58	10	0	7	6	1
O=C(NCC[C@@H]1CC[C@@H](NS(=O)(=O)c2cccc(F)c2)[C@@H](CO)O1)C1CCCC1	13	6	-6	-7	-3	-1	-4	3
O=C1OCC/C1=C\c1ccccc1O	.	-5	-24	.	1	16	-3	6
CC1(C)C(=O)OC(c2ccccc2)C2(CCCC2)C1=O (stereo not drawn)	.	-15	-8	.	1	10	-3	-5
COCCn1c(Br)nc2c1c(=O)n(C)c(=O)n2C	-8	-4	12	9	.	.	19	.
O=C(Nc1ccc(F)cc1)c1cc2c(s1)CCCC2	-2	-8	-72	-77	-10	.	.	-4
C=C[C@H](CC(C)C)N(Cc1ccccc1)S(=O)(=O)N(Cc1ccccc1)[C@@H](C=C)CC(C)C	-5	.	-3	5	-5	-9	-27	1
CC1CC(C(F)F)n2nc(C(=O)O)cc2N1 (stereo not drawn)	6	1	.	-5	0	6	0	0
Cc1ccc(NC(=O)CC(NCCN2CCOCC2)C(=O)O)cc1Cl (stereo not drawn)	.	-5	8	.	-1	-5	25	2
Cc1noc(C)c1NC(=O)N(C)C[C@@H]1Oc2ccc(N(C)C)cc2C(=O)N([C@H](C)CO)C[C@H]1C	-6	10	-15	-1	-3	-1	-10	-1
CCC(C)NS(=O)(=O)c1ccc(OCC(=O)Nc2ccc(F)cc2F)cc1 (stereo not drawn)	-15	17	.	10	10	9	-2	8
O=C(c1ccccc1F)N1CC[C@@H]2[C@H]1c1cc(C#Cc3ccccc3)ccc1N[C@@H]2CO	-29	0	-20	-8	5	56	-7	-2
COc1ccccc1N1CCN(C(=O)c2ccc(CSc3ccccc3)cc2)CC1	-7	-13	11	-25	-3	-1	-5	-5
COc1ccc2nc(SCC(=O)NC(C)c3ccccc3)[nH]c2c1 (stereo not drawn)	21	2	3	-5	1	0	7	-1
COc1ccc(-c2cc(C(=O)Nc3cccc(S(=O)(=O)NCc4ccco4)c3)c3ccccc3n2)cc1OC	-10	.	70*	9	.	.	-1	.
C/C(N)=C(/C#N)C(=O)CSc1nnc(COc2cc(C)ccc2C)o1	-3	.	.	-1	.	1	-5	.
O=C(O)CCSCCC(=O)O	.	-2	-20	.	11	91*	-9	-8
CCCn1cc(CN2CCC(Oc3ccc(C(=O)N4CCCC4)cc3)CC2)c(C)n1	-25	5	15	22	1	6	-3	1
CN(C)C(=O)CCc1ccc2c3c([nH]c2c1)[C@]1(CCc2ccccc2)[C@@H](C(=O)N2CCCCC2)C[C@H](CC(=O)NCc2cccc(C(F)(F)F)c2)C(=O)N1CC3	9	.	-13	21	-1	10	-1	-2
CC(C)C[C@H](NC(=O)c1[nH]cnc1C(=O)N[C@@H](C)c1ccccc1)C(=O)OC(C)(C)C	88*	.	12	-8	0	-14	10	5
CO[C@@H]1CN(C)C(=O)c2ccc(NC(=O)Nc3c(C)noc3C)cc2OC[C@H](C)NC[C@@H]1C	1	2	4	7	0	-6	-5	-1
(listing goes on)
SMILES	INS-1E GSIS act	PGC1a acetyl inh	PAX8 reporter	LGR2 inh	Cneo AK release	Statin myotox sup	ARNT TACC3 PPI	PglD DTNB
Cc1ccc(N2C(=O)[C@@H]3C(C(=O)C(c4ccccc4)c4ccccc4)=NN[C@@H]3C2=O)cc1	-36	.	15	-11	.	.	-2	.
CC(C)(C)c1ccc(C(=O)NCCC(=O)Nc2ccc3c(c2)OCCO3)cc1	-57	.	-58	-7	.	.	-10	.
c1ccc(CN2CCCC3(CCCN(Cc4nc(CC5CC5)no4)C3)C2)cc1 (stereo not drawn)	-49	6	13	-7	.	-6	21	.
Cc1ccc2c(c1)N(CC(=O)Nc1c(C)cccc1C)C(=O)c1cccnc1O2	15	6	2	17	2	7	-3	10
COc1ccccc1CNC(=O)C[C@H]1CC[C@H]2[C@@H](COc3ccc(NC(=O)c4ccno4)cc3C(=O)N2C)O1	1	4	3	6	1	29	-1	0
CC(=O)Nc1ccc2c(c1)C(=O)N(C)[C@H]1CC[C@@H](CC(=O)NC3CCCCC3)O[C@@H]1CO2	-4	2	0	13	-2	14	-29	1

Given as comma-separated lines: entries from further up.
structure,INS-1E GSIS act,PGC1a acetyl inh,PAX8 reporter,LGR2 inh,Cneo AK release,Statin myotox sup,ARNT TACC3 PPI,PglD DTNB
Cc1noc(C)c1NC(=O)N(C)C[C@@H]1Oc2ccc(N(C)C)cc2C(=O)N([C@H](C)CO)C[C@H]1C,-6,10,-15,-1,-3,-1,-10,-1
CCCN(C[C@H]1[C@H](c2ccccc2)[C@@H](CO)N1C(C)=O)C(=O)NC(C)C,18,4&2,-33&-17,-5,4&-13,-8&-20,-7&-2,-3&-1
C/C(N)=C(/C#N)C(=O)CSc1nnc(COc2cc(C)ccc2C)o1,-3,.,.,-1,.,1,-5,.
C=CCSc1nc(C)cc2c1C(=O)OC2,24,-6,-8,4,0,4,-3,4
CCC(C)NS(=O)(=O)c1ccc(OCC(=O)Nc2ccc(F)cc2F)cc1 (stereo not drawn),-15,17,.,10,10,9,-2,8
